Bioassay records as filed in PubChem.
APJ agonist: agonists of human apelin receptor APJ, primary screen, CHO-K1 cells, PathHunter beta-arrestin, luminescence; activation, % at 20 µM; P35414; actives 0.11% (n = 330,000); 0% DMSO wells, 100% apelin;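 active = activation more than six SD over the plate average, tested at 20 µM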;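 also: 0% = DMSO alone and 100% = apelin-13 at 10 nM; some results filed as inactive read as strong as hits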
Target sequence (P35414 whole entry, looked up): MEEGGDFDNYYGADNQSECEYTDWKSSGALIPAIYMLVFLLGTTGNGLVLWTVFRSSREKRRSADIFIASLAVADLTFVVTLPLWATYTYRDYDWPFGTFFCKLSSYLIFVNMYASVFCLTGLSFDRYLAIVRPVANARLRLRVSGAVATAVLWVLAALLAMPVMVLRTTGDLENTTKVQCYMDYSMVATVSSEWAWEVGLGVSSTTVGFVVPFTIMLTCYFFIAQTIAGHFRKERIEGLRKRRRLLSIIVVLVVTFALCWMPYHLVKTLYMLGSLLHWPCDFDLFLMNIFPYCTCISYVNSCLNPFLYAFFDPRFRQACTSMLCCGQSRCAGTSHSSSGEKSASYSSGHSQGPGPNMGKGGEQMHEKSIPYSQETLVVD
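assay system = CHO-K1 APJ beta-arrestin complementation cell line | input = cell density 1000 per well | dosing = compound 20 µM once, DMSO 1% | timing = compound 90 min 25 °C, reagent 1 h | measured by = luminescence from split beta-galactosidase complementation, Galacton Star/Emerald II substrate | read-out basis = APJ agonist activity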
CXCR6 block: CXCR6 receptor inhibitors, primary screen, cell-based, beta-arrestin, luminescence, CHO-K1 PathHunter, 1536-well; inhibition, % at 20 µM; actives 0.36% (n = 360,000); AID 602244, 2012; in the data active = inhibition above about 34%, passing the limit was not always enough;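 also: antagonist mode with CXCL16 agonist at 10 nM final; 0% = 10 nM CXCL16 with DMSO and 100% = unstimulated wells without agonist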
Target sequence (O00574 whole entry, looked up): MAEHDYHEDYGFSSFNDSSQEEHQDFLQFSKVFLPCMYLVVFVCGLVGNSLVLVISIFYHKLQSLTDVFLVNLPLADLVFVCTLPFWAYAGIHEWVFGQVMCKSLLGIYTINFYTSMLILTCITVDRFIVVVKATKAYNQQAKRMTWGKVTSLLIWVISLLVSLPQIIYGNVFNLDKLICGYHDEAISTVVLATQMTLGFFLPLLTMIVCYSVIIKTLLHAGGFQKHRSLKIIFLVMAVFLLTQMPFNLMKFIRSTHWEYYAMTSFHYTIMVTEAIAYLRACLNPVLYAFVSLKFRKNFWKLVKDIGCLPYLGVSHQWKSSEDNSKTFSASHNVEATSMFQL
UPR XBP1 act: activators of adaptive XBP1 UPR arm, primary screen, cell-based, CHO-XBP1 luciferase reporter, luminescence, uHTS | IRE1-XBP1 UPR activation; percent of tunicamycin response, DMSO as zero | activation, % at 20 µM | actives 0.33% (n = 330,000) | AID 463104, 2010;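 active = versus positive control, 20 µM dose yields 30% or more activation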;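 also: 100% = tunicamycin at 10 µg/mL and 0% = DMSO only wells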
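Assay system: CHO-XBP1 luciferase reporter cells; Schedule: 6 h treatment, 37 °C; Detection: glow luminescence from Steady-Glo reagent; Benchmarks: high control tunicamycin 10 µg/mL final, low control DMSO vehicle only.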
tim23-1 inh: growth inhibitors of tim23-1 mutant yeast, primary screen, luminescence, uHTS | inhibition, % at 20 µM | S. cerevisiae tim23-1 growth, BacTiter-Glo luminescence, 24 h | actives 1.3% (n = 330,000);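 active = growth inhibition of the mutant yeast at or above 50%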;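 also: temperature-sensitive mutant grown at 25 °C; plate controls were DMSO-treated mutant yeast for no effect and medium wells lacking yeast for full effect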
CHOP UPR activ: activators of apoptotic CHOP UPR arm, primary screen, cell-based, CHO-CHOP luciferase reporter, luminescence, uHTS. activation, % at 10 µM. AID 449763, 2010. actives 0.34% (n = 330,000). UPR activation; percent of tunicamycin response over DMSO baseline;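 active = at 10 µM dose, activation of 40% or more, normalized to positive control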;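 also: 100% = tunicamycin at 10 µg/mL and 0% = DMSO alone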
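Test system: CHO-CHOP cells, stable luciferase reporter of PERK-eIF2a-CHOP signalling | Quantity: 500 CHO-CHOP cells per well | Buffer or medium: F12 plus 10% serum | Compound dosing: 10 µM single point, 0.5% DMSO | Schedule: 6 h compound treatment, 37 °C | Signal: Luciferase luminescence | Control set: Tunicamycin high control, DMSO low control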
CCR6 antagonist: CCR6 receptor antagonists, primary screen, cell-based, CHO-K1, luminescence, beta-arrestin, uHTS; C-C chemokine receptor type 6 (Homo sapiens), P51684; CHO-K1 CCR6 PathHunter beta-arrestin, CCL20-stimulated; inhibition, % at 20 µM; actives 0.49% (n = 340,000);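 active = compounds whose inhibition of the agonist-driven luminescence signal at 20 µM reaches about 50%, limit read from the data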;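 also: cells stimulated with CCL20 at 14 nM final; plate controls were DMSO with CCL20 for no effect and DMSO without agonist for full effect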
EBI2 antag: EBI2 receptor antagonists, beta-arrestin recruitment, primary screen, cell-based, luminescence, 7a,25-OHC stimulation, uHTS; actives 0.81% (n = 360,000); inhibition, % at 5 µM; 7a,25-OHC stimulated; AID 651636, 2012; G-protein coupled receptor 183 (Homo sapiens), P32249; in the data active = inhibition above about 38%;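 also: enzyme fragment complementation signal reports receptor beta-arrestin coupling in cells; 0% = agonist plus DMSO wells and 100% = wells without agonist; some results beyond the cut were filed as inactive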
Target sequence (P32249 whole entry, looked up, the tested form may be a part): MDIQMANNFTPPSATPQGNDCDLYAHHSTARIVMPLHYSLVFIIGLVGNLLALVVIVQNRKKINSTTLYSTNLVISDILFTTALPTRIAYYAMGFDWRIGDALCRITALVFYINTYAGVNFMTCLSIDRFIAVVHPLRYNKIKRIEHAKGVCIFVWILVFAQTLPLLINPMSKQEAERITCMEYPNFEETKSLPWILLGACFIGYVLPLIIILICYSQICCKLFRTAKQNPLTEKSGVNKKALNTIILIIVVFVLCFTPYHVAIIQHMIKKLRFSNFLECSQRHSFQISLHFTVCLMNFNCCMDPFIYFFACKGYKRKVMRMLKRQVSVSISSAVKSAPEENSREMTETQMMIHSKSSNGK
APJ antag: antagonists of human apelin receptor APJ, primary screen, CHO-K1 cells, beta-arrestin complementation, luminescence | AID 2521, 2010 | inhibition, % at 20 µM | actives 0.32% (n = 330,000);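 active = inhibition above about 40% at 20 µM, limit read from the data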;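 also: cells challenged with 10 nM apelin-13 agonist together with compound; plate controls were apelin-13 plus DMSO wells for no effect and DMSO wells lacking apelin-13 for full effect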
Mdm2-MdmX inh: inhibitors of human Mdm2-MdmX association, primary screen, cell-based, luminescence, split luciferase, SaOS-2, uHTS; Protein Mdm4 (Homo sapiens) + E3 ubiquitin-protein ligase Mdm2 (Homo sapiens), …; SaOS-2 split-luciferase Mdm2/MdmX complementation; inhibition, % at 8 µM; actives 3% (n = 330,000);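 active = inhibition of at least 50% at 8 µM in the primary screen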
* marks the source's active call; other numbers are inactive results; . = no result given. Not all compounds are listed; rates above refer to the full screens.

The opening 4 entries (preview)
SMILES	APJ agonist	CXCR6 block	UPR XBP1 act	tim23-1 inh	CHOP UPR activ	CCR6 antagonist	EBI2 antag	APJ antag	Mdm2-MdmX inh
CN1C(=O)CC(=O)N(C)c2cc(S(=O)(=O)N(C)Cc3ccccc3)ccc21	0	-3	-3	-8	0.5	11	-3	2	6
COc1ccc(NC(=S)NNC(=S)Nc2cccc(C(F)(F)F)c2)cc1	-4	23	1	26	0.3	39	29	16	27
O=C(COc1ccc(Cl)cc1)NCCS(=O)(=O)N1CCN(c2ccccc2F)CC1	-3	0	-5	18	-0.4	12	21	11	22
COC(=O)c1cc(C(=O)c2cc(F)ccc2O)cn2c(=O)c3c(C)c(C)sc3nc12	-1	16	4	8	2.3	31	10	17	8

This part in full, repeating the preview:
SMILES	APJ agonist	CXCR6 block	UPR XBP1 act	tim23-1 inh	CHOP UPR activ	CCR6 antagonist	EBI2 antag	APJ antag	Mdm2-MdmX inh
CN1C(=O)CC(=O)N(C)c2cc(S(=O)(=O)N(C)Cc3ccccc3)ccc21	0	-3	-3	-8	0.5	11	-3	2	6
COc1ccc(NC(=S)NNC(=S)Nc2cccc(C(F)(F)F)c2)cc1	-4	23	1	26	0.3	39	29	16	27
O=C(COc1ccc(Cl)cc1)NCCS(=O)(=O)N1CCN(c2ccccc2F)CC1	-3	0	-5	18	-0.4	12	21	11	22
COC(=O)c1cc(C(=O)c2cc(F)ccc2O)cn2c(=O)c3c(C)c(C)sc3nc12	-1	16	4	8	2.3	31	10	17	8
CCOC(=O)C1(Cc2cccc(Cl)c2)CCCN(C(=O)c2cc(C)[nH]n2)C1 (stereo not given)	3	6	1	12	-0.2	14	-3	12	17
O=C(CSc1ncn[nH]1)N1CCCCC1	1	-11	-1	3	2.3	-3	-6	-5	-20
O=C(N/N=C/c1cccc([N+](=O)[O-])c1)c1nc2ccccc2c(=O)[nH]1	-4	-13	0	-10	0.6	9	6	-5	-40
CCN(C(=O)c1ccc(=O)n(C)n1)c1c(N)n(Cc2ccccc2)c(=O)[nH]c1=O	1	3	-2	13	-0.5	18	13	-1	-30
O=C(NCc1ccc(F)cc1)C(c1ccc(F)cc1)N(C(=O)c1csnn1)C1CC1 (stereo not given)	-3	3	-2	10	2.5	6	3	18	-3
CCOc1ccccc1OCCCC(=O)Nc1ccc(Cl)c(S(=O)(=O)N2CCOCC2)c1	0	-7	-3	16	2.7	16	2	-52	-4
Cc1nc2c(=O)[nH]c3ccccc3c2o1	-4	-9	-3	9	0.0	7	9	-7	17
Cc1cccc(C(=O)NC(NC(=S)Nc2ccc(S(N)(=O)=O)cc2)C(Cl)(Cl)Cl)c1 (stereo not given)	1	-3	0	11	2.0	5	0	-10	-20
N#C/C(=C\c1ccncc1)c1nc2ccccc2[nH]1	3	-5	5	25	-1.8	-15	-6	-37	8
O=C(CSc1ncn[nH]1)Nc1ccc(S(=O)(=O)Nc2ncccn2)cc1	-2	5	2	21	5.4	8	-4	4	-19
CCN(CC)CCn1c2c(c(SCC(=O)Nc3nc4ccc(C)cc4s3)nc1=O)CCC2	4	1	1	8	3.5	3	7	4	1
CCOC(=O)N1CCOCCOCCN(C(=O)OCC)CCOCC1	-2	-5	-1	4	0.6	8	0	-10	4
Cc1cc(C)n(-c2ccc(C(=O)Nc3nc4ccccc4s3)cc2)n1	-3	-1	7	-4	5.2	22	9	7	-138
COCCCN=Cc1c(C)[nH]n(-c2ccc(Br)cc2Br)c1=O	-2	4	-1	-11	-0.1	4	-6	6	0
COc1ccc(OCC(=O)NCc2n[nH]c(=O)c3ccccc23)cc1	-9	-2	-3	-5	3.4	13	-1	24	22
CC(NCc1cccs1)C(=O)Nc1cc(Cl)cc(Cl)c1 (stereo not given)	-2	6	4	23	-2.6	8	9	-11	10
O=C(NCCN1CCOCC1)c1ccc2c(c1)N(Cc1ccccc1)C(=O)c1ccccc1S2	0	-3	-4	-25	1.0	6	-5	-5	0
O=C(CCS(=O)(=O)c1cccc2nsnc12)N1CCN(c2ccccc2F)CC1	10	-8	3	19	0.5	6	-7	11	-38
O=C(C(=O)N1CCN(Cc2ccccc2)CC1)c1c[nH]c2ccccc12	-4	-8	-3	21	-2.6	6	10	-5	8
COC(=O)c1cc(OC)c(OC)cc1NC(=S)N1CCN(c2ccccc2)CC1	1	8	-1	4	-2.3	-6	2	6	22
O=C(CN1CCCc2ccccc21)N/N=C/c1c(O)ccc2ccccc12	0	-4	-3	43	0.9	15	-2	4	81*
N#Cc1c2n(c(=S)n(-c3ccccc3)c1=O)CCCCC2	0	-5	-1	8	0.2	11	-3	-5	15
CC1(C)C(=O)C2(CCCCC2)C(=O)OC1C(=O)c1ccccc1 (stereo not given)	-2	4	-5	35	-2.4	-12	-6	-1	-5
CCN(CC)Cc1c(O)ccc2c1O/C(=C\C=C\c1ccccc1)C2=O	-5	20	-1	12	69*	37	18	20	98*
O=C1/C(=C/c2ccncc2)SC(=S)N1Cc1ccccc1	7	-23	-4	13	0.7	4	9	-17	43
Cc1ccc(S(=O)(=O)N(CC(=O)N2CCc3ccccc3C2)c2ccc(Cl)c(Cl)c2)cc1	-2	2	-2	24	1.0	15	19	-4	35
O=c1nc2n(c3c4c(sc13)CCC4)CCC2	-2	15	-2	16	-0.8	-1	-8	-10	-5
O=C(NCCc1ccccc1F)C1CC(O)CN1C(=O)Nc1ccccc1 (stereo not given)	-3	-1	-3	-4	5.0	19	2	8	-3
O=C(COC(=O)COc1ccc(Cl)cc1)NCc1cccs1	-4	13	0	13	0.7	-1	-6	-2	8
Cc1cc(NCCc2ccccc2F)n2ncnc2n1	-3	-1	0	-2	1.1	3	-1	4	15
O=C(CN1C(=O)c2ccccc2S1(=O)=O)c1ccccc1Cl	-1	8	-12	21	-8.4	.	-4	18	58*
CCOC(=O)CN1CCC(c2ccccc2)CC1	-3	0	-4	7	-2.2	3	-5	4	17
COc1cccc(N(C(=O)C2COc3ccccc3O2)C(C(=O)NC2CCCCC2)c2ccc(O)cc2)c1 (stereo not given)	1	.	1	1	1.3	.	.	-3	6
COc1cccc(CN2CC(C(=O)N(C)CC3CCOCC3)CCC2=O)c1 (stereo not given)	-3	-14	-7	7	1.6	7	-11	-8	9
CC(=O)N(C)c1ccc(NC(=O)Nc2ccc(C)cc2)cc1	3	-3	0	3	5.6	8	0	-1	-12
COc1ccc(CNC(=O)c2cc(-n3cnnc3)ccc2Cl)cc1	-4	0	4	7	-1.8	-11	2	1	9
CC(C)(C)OC(=O)NNc1c2ccccc2nc2ccccc12	-4	4	-5	14	0.1	10	-4	-15	96*
Cc1ccc(OCC(O)CN2CCN(CCO)CC2)c(C)c1 (stereo not given)	-5	4	-2	-12	1.5	-1	-2	19	-15
COc1ccc(C(=O)NNC(=O)C(NC(=O)c2cc(OC)cc(OC)c2)C(C)C)cc1 (stereo not given)	-4	4	-3	-10	-1.1	1	-5	-5	9
C=CCn1c(SC)nnc1C1COc2ccccc2O1 (stereo not given)	-3	-14	6	15	1.5	11	-11	22	-8
O=C(c1ccc2ccccc2n1)N1CCN(c2ccccn2)CC1	3	-3	-4	24	1.0	-1	2	-11	-10
COCc1cc(Sc2ccc(Cl)cc2)nc(C)n1	-2	-1	5	10	-0.7	6	3	3	19
O=C(CN1CCN(c2ccccc2)CC1)Nc1c(C(=O)C2CC2)oc2ccccc12	-3	-2	1	9	-1.3	-14	17	18	9
CCOc1ccccc1NC(=O)C1(S(=O)(=O)c2ccc(Cl)cc2)CC1	-1	3	2	21	0.9	17	4	4	19
CCN(C1CCCCC1)S(=O)(=O)c1ccc(OC)c(C)c1	-8	-3	-2	27	1.4	11	-2	18	39
CC(=O)Oc1ccc(N(C(C)=O)S(=O)(=O)c2ccc(C)c([N+](=O)[O-])c2)cc1	4	-15	-2	13	2.1	-5	-19	-18	-7
CCC(C)(C)NC(=O)CN(C(=O)CCC(=O)Nc1nccs1)c1cccc(C)c1C	-2	2	-3	14	2.8	13	9	15	5
O=C1c2oc3ccccc3c(=O)c2C(c2cccnc2)N1Cc1ccco1 (stereo not given)	-3	-6	-2	-32	-0.4	-4	-2	4	-29
Cc1cccc(C)c1OCc1nnc(SCC(=O)Nc2ccc(N3CCOCC3)cc2)o1	-1	-4	-1	11	0.0	12	2	-6	4
CN(C(=O)CO/N=C/c1ccc(OC(F)F)cc1)C1CCS(=O)(=O)C1 (stereo not given)	-1	-6	-3	5	1.9	3	1	0	6
COc1ccc(C(C#N)c2ccc(Cl)nn2)cc1 (stereo not given)	-1	4	2	-5	0.3	-15	-3	-2	5
COc1cc(C(=O)N2CCN(c3ccc([N+](=O)[O-])cc3)CC2)ccc1OCc1c(C)noc1C	-3	12	-3	6	-0.3	-20	10	14	29
C=CCNC(=O)NC(=O)COC(=O)/C(C#N)=C/c1cc(C)n(CC(C)C)c1C	-3	3	4	23	1.6	-9	-3	-17	-34
Cc1ccc(CN2CC(=O)N3[C@H]4c5cc(C)ccc5OC[C@@H]4[C@H](c4ccccc4)[C@]3(C)C2=O)cc1	-4	0	-2	10	0.0	3	40	-7	-1
O=C(CCN1C(=O)c2ccccc2C1=O)N1CCN(C2c3ccccc3-c3ccccc32)CC1	0	5	-3	11	-0.9	-12	10	2	-6
CCO[C@@H]1OC(C(N)=O)=C[C@H](C(C)(C)C)[C@H]1CCCO	-3	0	1	-6	-2.1	7	-8	24	9

Continuation.
SMILES	APJ agonist	CXCR6 block	UPR XBP1 act	tim23-1 inh	CHOP UPR activ	CCR6 antagonist	EBI2 antag	APJ antag	Mdm2-MdmX inh
CCN(CC)CCn1c(=N)n(CC(O)c2ccco2)c2ccccc21 (stereo not given)	-4	0	0	3	0.0	8	3	5	24
CN(CC(=O)Nc1cccc(S(=O)(=O)N2CCCC2)c1)CC(=O)Nc1ccc(Cl)c(C(F)(F)F)c1	11	-6	-5	-18	5.4	8	30	-8	29
O=C(CN1CCN(S(=O)(=O)c2ccccc2C(F)(F)F)CC1)NCc1cccs1	1	5	-1	19	-0.1	3	4	15	23
CCCCCn1c(=O)[nH]c2cc(C(=O)NCCCN(C)Cc3ccccc3)ccc2c1=O	-1	12	0	11	0.9	5	0	-17	41
Cc1cccc(C)c1N1CCN(C(=O)N2CCOCC2)CC1	0	2	-1	11	-1.0	7	1	9	-8
